# Screening data from PubChem.
# CCT modulator: modulators of cytosolic chaperonin (CCT/TRiC) activity; purified chaperonin ATPase assay, HTRF ADP detection, 30 min; activity change, % (concentration not given with the values), hits read low; 360,000 compounds, 0.3% hits; in the data active = activity change below about -30%; also: % is scaled to controls: 0 for no effect and ±100 for the full control effect
#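 ATPase activity: ADP formed was measured by HTRF Transcreener (665/615 nm ratio) after 30 min at 37 deg C with 10 uM ATP. Compounds screened at one 76 uM concentration against 40 or 20 nM TRiC in Tris pH 7.4/KCl/MgCl2/DTT buffer.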
# TGFb SMAD3 inh: inhibitors of TGF-b signaling | 410,000 compounds, 1.2% hits | Potency, µM (top dose mostly 46.1 µM), for the others: top-dose activity, negative = inhibition, hits mostly inhibitors | HepG2 CAGA-GFP TGF-b/SMAD3 reporter, GFP fluorescence, 18 h; TGF-beta stimulated, 500 pg/mL final; also: potency is read from the fitted curve at half-maximal effect; % is scaled to controls: 0 for no effect and ±100 for the full control effect; nearly all actives have a fitted effect of over 65% in size
#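 HEPG2 CAGA-GFP cells (1000/well, DMEM with 1% FBS) were pre-incubated 2 h at 37 degrees C, given compound by pin tool, then stimulated with TGF-beta at 500 pg/mL final for 18 h before per-cell GFP fluorescence imaging.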
# S2 tox: reduces viability in counter-screen for ATXN expression inhibitors. AID 651635. 400,000 compounds, 0.49% hits. S2 cells (HEK-293 line with an ATXN2-luciferase reporter) viability, CellTiter-Fluor protease fluorescence, 24 h. Potency, µM (titrated, usually from 56.7 µM), hits mostly cytotoxic; also: potency is read from the fitted curve at half-maximal effect; nearly all actives have a fitted effect of over 40% in size
# Nrf2 ARE act: activators of Nrf2 (ARE) signaling; AREc32 ARE-luciferase reporter (MCF7-derived line), luminescence, 24 h; Potency, µM (titrated, usually from 46.1 µM), inactives show at the highest dose activation, usual class: activators; 410,000 compounds, 0.31% hits; AID 624171; also: potency is read from the fitted curve at half-maximal effect; % of control where 0% means no effect; nearly all actives have a fitted effect of over 65% in size
#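 Cells of the AREc32 ARE-luciferase line are plated in OPTI-MEM containing 5% FBS and left overnight at 37 deg C. Compounds are pinned in, incubation continues 24 hr, and firefly luciferase signal is then measured.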
# A549 tox: counter-screen for Nrf2 inhibitors: cytotoxicity in A549 cells; 390,000 compounds, 0.16% hits; Potency, µM (titrated, usually from 46 µM), without a hit: at the highest dose activity change, negative = cytotoxicity, usual class: inhibitors; A549 ARE-Fluc cells, CellTiter-Fluor viability, 18-24 h; also: potency is read from the fitted curve at half-maximal effect; % is scaled to controls: 0 for no effect and ±100 for the full control effect
#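 A549 ARE_Fluc cells in 5% FBS OPTI-MEM were exposed to compounds in concentration-response for 18-24 h at 37 deg C. Viability was read by CellTiter-Fluor fluorescence (Ex 405/Em 525) after 30 min, before the luciferase read.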
# Nrf2 block: Nrf2 pathway inhibition; Potency, µM (titrated, usually from 46 µM), without a hit: at the top dose activity change, negative = inhibition, hits mostly inhibitors; 360,000 compounds, 2.1% hits; A549 ARE-Fluc reporter, luciferase luminescence, 18-24 h; also: potency is read from the fitted curve at half-maximal effect; % is scaled to controls: 0 for no effect and ±100 for the full control effect; nearly all actives have a fitted effect of over 60% in size
#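 Two sequential reads on A549 ARE_Fluc cells exposed to compound for 18-24 h: a CellTiter-Fluor fluorescence read for viability, then a luciferase luminescence read for Nrf2/ARE activity.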
# Mm-Cpn inhibitor: blocks the Methanococcus maripaludis chaperonin Mm-Cpn; purified Mm-Cpn ATPase, ADP Transcreener TR-FRET; Potency, µM (doses to about 76.9 µM), for the others: top-dose activity, negative = inhibition, hits mostly inhibitors; 330,000 compounds, 0.031% hits; AID 504842; also: potency is read from the fitted curve at half-maximal effect; % is scaled to controls: 0 for no effect and ±100 for the full control effect; nearly all actives have a fitted effect of over 80% in size
#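 Compound-treated chaperonin, 25 nM final, turns over 10 uM ATP at 37°C for 30 min following a 10 min preincubation; ADP generated competes with ADP-d2 for Eu-cryptate antibody, lowering FRET.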
# HepG2 viability: kills HepG2 cells in TGF-b inhibitor counter-screen; HepG2 CAGA-GFP viability, ATP luminescence, 18 h; Potency, µM (doses to about 46.1 µM), for inactives: top-dose activity change, negative = cytotoxicity, actives largely listed as cytotoxic; 410,000 compounds, 0.76% hits; also: potency is read from the fitted curve at half-maximal effect; some results filed as inactive show a strong effect at the top dose
#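 HepG2 CAGA-GFP cells (1000/well, DMEM with 1% FBS) received compound, then TGF-beta at 500 pg/mL final, and were incubated 18 hours at 37 degrees C. Viability was read by CellTiter-Glo luminescence. Media-only wells were set as complete cell-killing and DMSO as no toxicity.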
# Akt phos inh: Akt phosphorylation inhibition | Neuro2A IGF-stimulated pAkt S473 HTRF, 20 min; hits give low values | activity change, % for hits at 50 µM | 360,000 compounds, 0.32% hits | AID 651550; in the data active = activity change below about -80%; inconclusive = mostly about -51% to -80%; also: % is scaled to controls: 0 for no effect and ±100 for the full control effect
#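 Neuro2A cells in DMEM with 0.5% FBS, overnight at 37 deg C, given compound at single 50 µM final, then IGF (6 nM final) for 20 min at 37 deg C. Lysed; phospho-Akt Ser473 by HTRF after 24 h, 665/615 ratio.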
# * marks the source's active call; other numbers are inactive results; i = inactive; ? = inconclusive; nt = not tested or not shown; [ ] = another dose, or the depositor's remark. Unless noted, calls follow the shape of the dose curve; as a rule, active = well fitted curve in the direction sought with a large enough effect; inconclusive = small, poorly fitted or top-dose-only effect, or another doubt; inactive = no such curve, though single readings can be large; an effect the other way counts as inactive or inconclusive. Not a hit list; 4.4% or so of the library scored in one or more.
Compound	Mm-Cpn inhibitor	Nrf2 block	CCT modulator	S2 tox	A549 tox	HepG2 viability	Nrf2 ARE act	TGFb SMAD3 inh	Akt phos inh
O=C(Cn1cnc2c(OCc3ccccc3)ncnc21)NCCCc1ccccc1	3%	11%	-1.7	i	7%	-10%	3.0%	-22%	i
O=C(COc1ncnc2ccc(Br)cc12)NCc1ccc2c(c1)OCO2	-18%	1%	-7.0	i	1%	-7%	2.8%	5%	i
O=C(O)/C=C/c1cnc2ccccc2c1	0%	0%	-0.4	i	-3%	21%	0.0%	17%	i
COc1ccc(CCNC(=O)COC(=O)c2cc(S(=O)(=O)N3CCCC3)ccc2O)cc1	1%	8%	-0.6	i	3%	6%	-1.1%	8%	i
O=C(CCCCn1c(=O)c2ccccc2n(CC(=O)Nc2cccc(F)c2)c1=O)NCc1ccccc1Cl	nt	7%	nt	i	2%	-1%	0.7%	-1%	nt
COc1ccc(-n2c(Cc3cccn3C)nnc2SCC(=O)Nc2ccc3c(c2)OCCO3)cc1	-1%	-28%	0.8	i	-12%	-11%	-0.1%	7%	i
CCCCNc1nc(NCc2ccccc2)nc2ccccc12	nt	nt	-1.1	32µM*	nt	nt	-2.6%	nt	i
COc1ccc(Cl)cc1NC(=O)CSc1nc2c([nH]c3ccccc32)c(=O)n1-c1ccccc1	nt	nt	nt	nt	0%	-2%	6.5%	-20%	nt
NS(=O)(=O)c1ccc(NC(=O)Cc2cccs2)cc1	0%	-8%	-1.3	i	-13%	5%	0.3%	-21%	i
CCn1c(CCCOc2ccc(Cl)cc2Cl)n[nH]c1=S	2%	-19%	2.1	i	1%	-19%	7.8%	-16%	i
COCCNC(=O)CNC(=S)N(CCCN1CCOCC1)Cc1cccs1	0%	1%	0.9	i	1%	-1%	-0.1%	-4%	i
CCCCN(C(=O)CCC(=O)Nc1cc(C)on1)C(C(=O)NC1CCCC1)c1ccc(OC)cc1 (stereo not drawn)	-3%	0%	-0.9	i	-5%	20%	-0.6%	7%	i
COC(=O)c1ccc(COC(=O)Cc2n[nH]c(=O)c3ccccc23)cc1	-6%	?	-3.5	i	11%	-36%	3.9%	-4%	i
CC1CCc2c(sc(NC(=O)COC(=O)c3ccc(O)cc3)c2C#N)C1 (stereo not drawn)	-2%	?	-3.4	i	2%	-12%	3.1%	-4%	i
COc1ccc(Nc2nc(C)cc(C)c2C(N)=O)cc1	-3%	-4%	-3.5	i	2%	-9%	0.5%	-5%	i
COC(=O)COc1ccc(S(=O)(=O)NCc2ccccn2)cc1	2%	10%	-15	i	3%	-4%	-0.5%	-1%	i
Cc1ccc(-n2ncc3c(N4CCCCCC4)ncnc32)cc1C	nt	nt	nt	i	8%	-18%	-1.2%	-2%	nt
O=C(NC1CC1)c1cc(-c2ccco2)nc2ccccc12	-3%	-8%	0.4	i	1%	7%	13µM*	7%	i
Cc1ccc(-c2csc3nc(-c4ccncc4)[nH]c(=O)c23)cc1	-1%	?	0.9	i	-7%	-41%	0.2%	-11%	i
CS(=O)(=O)Nc1ccc(C(=O)NCc2ccc3c(c2)OCO3)cc1	0%	?	-3.4	i	0%[1.84 µM]	4%	0.2%	-17%	i
COc1cc(OC)cc(C(=O)NC(=S)N2CCN(c3ccc(C(F)(F)F)cc3[N+](=O)[O-])CC2)c1	1%	nt	-2.7	i	?	-6%	0.6%	3%	i
CC(C)c1ccc(Nc2ncnc3onc(-c4ccc(F)cc4)c23)cc1	nt	6%	nt	i	17%	-22%	5.3%	8%	nt
O=C(NCCc1ccccc1)c1cccc(N2CCCC2=O)c1	-2%	?	-0.3	i	12%	-25%	-3.9%	4%	i
CN(CCOc1ccc(Cl)cc1)C(=O)c1cc(-c2ccco2)nc2ccccc12	-14%	?	0.9	?	?	-18%	-0.8%	?	i
CSc1nc(-c2ccccc2)nc(SC)c1C(C)=O	5%	nt	-2.2	i	12%	-3%	13%	1%	i
CCc1ccc(-c2nc3c(c(SCc4ccccc4)n2)Cc2c(CO)cnc(C)c2O3)cc1	nt	?	nt	i	1%	-12%	0.2%	-4%	nt
CCN(c1ccccc1)S(=O)(=O)c1ccc(C(=O)Nc2c(C)n(C)n(-c3ccccc3)c2=O)cc1	-4%	-1%	-2.9	i	4%	-8%	-1.2%	-10%	i
Cc1nc2ncnn2c(N2CCN(C(=O)c3cccc(F)c3)CC2)c1C	-2%	10%	-1.4	i	-3%	-21%	-0.8%	-3%	i
COc1ccc(N(C(=O)c2ccc(S(=O)(=O)N3CCOCC3)cc2)C2C=CS(=O)(=O)C2)cc1 (stereo not drawn)	1%	-27%	-2.2	i	-2%[1.84 µM]	-3%	-0.8%	-3%	i
Cc1noc(C)c1C(c1ccccc1)c1ccccc1	1%	-3%	-1.9	i	17%	-15%	-0.5%	-8%	i
CCC(=O)c1ccc2c(c1)OCCO2	4%	0%	1.0	i	1%	21%	-0.7%	20%	i
O=C(NC1CCCCC1)c1ccc2c(c1)OCCO2	-1%	?	-0.4	?	-17%	5%	2.2%	13%	i
CCc1noc(C)c1C(=O)N1CCCSC1=Nc1ccccc1OC	0%	-5%	-6.1	i	-4%	-4%	0.1%	-13%	i
CSCCC(NC(=O)c1ccccc1)C(=O)NCCc1ccccc1 (stereo not drawn)	1%	?	1.6	i	0%	-4%	-0.6%	0%	i
CCOC(=O)C1CCC(CN(Cc2ccccc2)S(=O)(=O)c2ccc(Br)cc2)CC1 (stereo not drawn)	nt	nt	nt	nt	1%	-9%	-0.9%	-2%	nt
COc1ccc(Cl)cc1NC(=O)CCCNC(=O)c1ccc(Cl)cc1	0%	-4%	-1.3	i	0%	-8%	14%	-25%	i
Cc1ncc(CO)c(CO)c1O	0%	15%	-0.1	i	-5%	4%	0.5%	3%	i
Cc1ccc(S(=O)(=O)N2CCC(C)CC2)cc1[N+](=O)[O-]	1%	1%	1.4	i	?	-3%	0.3%	6%	i
CN(Cc1ccccc1)C(=O)[C@@H]1CCCN1C(=O)[C@@H]1CCCN1C(=O)c1cccs1	nt	nt	-1.6	i	nt	nt	-0.1%	nt	i
CC(C)(C)C(=O)Nc1ccc(C(=O)Nc2cccnc2)cc1	0%	24%	1.7	nt	-3%	0%	-0.5%	-11%	nt
CC(=O)OCC=C1CCC2C3CC(C)C4=CC(=O)CCC4(C)C3C(O)CC12C (stereo not drawn)	nt	?	0.6	i	-8%	-7%	3.8%	-3%	i
CCNC(=S)Nc1ccc2c(c1)c(=O)n(C)n2CC=C(C)C	nt	nt	-0.8	i	nt	-4%	0.2%	9%	i
Cc1oc(-c2cccc(Cl)c2)nc1CS(=O)(=O)CC(=O)NCc1ccccc1Cl	nt	8%	nt	i	8%	-4%	5.0%	-30%	nt
O=C(CSc1ncnc2c1oc1ccccc12)NCc1ccc(F)cc1	-17%	5%	-0.4	i	1%	-3%	-0.5%	6%	i
COc1ccc(C)cc1NC(=O)CN1CCN(C/C=C/c2ccccc2)CC1	-2%	-24%	-2.2	i	nt	-32%	4.8%	-27%	i
CC(=O)c1sc(NC(=O)c2ccco2)nc1-c1ccccc1	-5%	20%	-0.7	i	3%	-32%	17%	?	i
FC(F)(F)c1cnc(-n2cc[nH]c2=S)c(Cl)c1	-1%	nt	-0.8	i	13%	-57%	5.1%	-7%	i
Cc1ccc(C(=O)NC(=S)NNC(=O)CCN2CCOCC2)cc1	-1%	?	-3.2	i	-1%	0%	0.1%	58%[activator]	i
CC(=O)N1c2ccccc2C(C)(C)C2CCC(C)CC21 (stereo not drawn)	2%	?	1.0	i	-1%	-41%	0.3%	-21%	i
Cc1cc(Cl)c(S(=O)(=O)N2CCN(c3ccc(F)cc3)CC2)cc1OCC(N)=O	0%	?	1.0	i	-5%	-9%	-0.6%	?	i
Cc1ccc(CNC(=O)COC(=O)c2cnccn2)cc1	-1%	8%	-0.3	i	-24%	1%	0.4%	3%	i
CCC1=Nc2cc(C(=O)NCc3cccnc3)ccc2Sc2ccc(C)cc21	2%	-21%	-0.3	i	-18%	-23%	0.6%	-22%	i
COc1cccc(-c2nn(C)c3sc(C(=O)NCCCN(C)Cc4ccccc4)cc23)c1	-1%	4%	-8.4	?	-17%	-22%	3.2%	-11%	i
COc1ccccc1CCn1c(N)c(C#N)c2nc3ccccc3nc21	-14%	?	0.6	nt	?	-9%	-0.3%	1%	nt
CC1CCN(CCCCOc2ccc(C(C)(C)C)cc2)CC1	0%	6%	-0.2	i	-12%	-34%	-0.4%	-14%	i
Cn1cnc(S(=O)(=O)NCc2ccccc2)c1	-5%	10%	0.6	i	1%	4%	-0.7%	4%	i
COC(=O)c1sc(N2C(=O)C(=O)/C(=C(/O)c3ccc(C)cc3)C2c2ccco2)nc1C (stereo not drawn)	-1%	-2%	-1.7	i	-11%	0%	9.9%	6%	i
CC(C)[C@H](NC(=O)OC(C)(C)C)c1nnc(SCC(=O)Nc2ccc(Br)cc2)o1	-2%	?	-1.8	i	-24%	-29%	-0.7%	-4%	i
CC(C)(C)n1c(O)c2n(c1=O)Cc1ccccc1N=C2c1ccccc1	nt	nt	2.3	i	nt	-47%	7.1%	-23%	i
